# Source: PubChem (several laboratories)
# Lipid droplet = hepatic lipid droplet formation modulation; AML12 mouse hepatocytes, oleate lipid droplets, BODIPY imaging; 240,000 tested, 0.4% active; inhibition, % at 6.5 µM;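 active = lipid droplet intensity inhibited by at least 50%, with more than 500 cells counted; inconclusive = wells with under 300 cells, treated as cytotoxic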
#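 Material – mouse AML12 hepatocyte cell line, fixed after treatment · Compound dosing – one dose, 6.5 µM compound · Times – compound with oleate, overnight · Measured by – Image-based BODIPY and DAPI two-channel analysis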
# K1F lysis inhibition = protection from phage-mediated lysis, alamar blue read-out – E. coli UTI89, K1F phage, bacterial capsule biogenesis inhibitors (AID 488966). 340,000 tested, 0.02% active. E. coli UTI89 K1F phage lysis, alamar blue, 2 h; higher % means a stronger effect. inhibition, % at 100 µM; hits with a dose series show IC50 in µM;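 active = phage lysis inhibition, versus mean bacterial control, above a set limit; inconclusive = no clear call, values can overlap the other calls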;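 also: capsule biogenesis inhibitors block K1F phage lysis so surviving cells raise fluorescence; higher fluorescence means more inhibition of phage lysis; actives were called in the ten point dose series up to 300 µM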
# human PMI inhibition = inhibitors of human PMI, primary screen, biochemical, fluorescence intensity, coupled assay (AID 1209); inhibition, % at 20 µM, or IC50 in µM where a hit was titrated; purified PMI enzyme, coupled fluorescence intensity; higher % means a stronger effect; 190,000 tested, 0.42% active;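 also: plate controls were DMSO vehicle for no effect and wells lacking substrate for full effect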
# ER stress rescue = protection against thapsigargin-triggered cell killing – 384-well, CSM14.1, ATP luminescence, primary screen (AID 1222). CSM14.1 thapsigargin-induced death rescue, ATP luminescence; higher % means a stronger effect. cellular ATP content (survival), % at 20 µM; hits with a dose series show EC50 in µM. 190,000 tested, under 10 active;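 active = EC50 below 50 µM in the dose-response confirmation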;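 also: death triggered by thapsigargin at about 15 µM added after 2 h compound pretreatment; cell ATP read after overnight thapsigargin exposure of roughly 18 to 22 hours; normalized against plate controls of thapsigargin alone and 5% DMSO vehicle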
# WT yeast gro inh = growth inhibition of WT yeast, mitochondrial fusion screen. mitochondrial fusion phenotypic screen, WT strain. inhibition, % at 10 µM. 190,000 tested, 2.1% active. AID 1362; in the data active = inhibition above about 58%; tested in S. cerevisiae
# human PMI inhibitors = MPI inhibition at elevated mannose 6-phosphate – biochemical, fluorescence intensity, high mannose 6-phosphate, primary screen (AID 1220); recombinant PMI enzyme, coupled fluorescence intensity; higher % means a stronger effect; one-dose inhibition, % at 20 µM; IC50 in µM for titrated hits; 190,000 tested, 0.66% active
# TNAP activation fold = human TNAP enzyme activators, primary screen, biochemical, luminescent, no phosphate acceptor, uHTS (AID 1001); 200,000 tested, 0.03% active; activation fold at 20 µM; hits with a dose series show EC50 in µM; purified TNAP, luminescent activation assay, no phosphate acceptor; higher activation fold means a stronger effect; in the data active = activation fold from about 3, or a potency from the dose series; inactive = the rest, 99 in 100 with activation fold below about 1.6; also: many of its hits are not listed in these tables
# M1AAP inhibition = malaria alanyl aminopeptidase activity blockers – biochemical, fluorogenic H-Leu-NHMec substrate, 1536-well (AID 1445). 220,000 tested, 0.42% active. inhibition, % at 30 µM; hits with a dose series show IC50 in µM. recombinant M1AAP, H-Leu-NHMec fluorogenic kinetic assay; higher % means a stronger effect;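 active = primary inhibition above the hit cutoff, then over 50% inhibition at one or more dose response concentrations, cut at about 23% in these data, passing the limit was not always enough; inconclusive = conflicting primary data, or primary hits not chosen for dose response; inactive = low primary inhibition, or under 50% at every dose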;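 also: plate controls were DMSO full reaction for no effect and no enzyme background for full effect; strong numbers were not always called active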
# Myeloid diff 2 = myeloid differentiation induction | ER-HoxA9 myeloid progenitors, lysozyme-GFP differentiation, flow cytometry | calls only at 10 µM | 360,000 tested, 1% active | AID 624256;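 active = normalized GFP-positive differentiation at or above the plate's own cutoff, the solvent-only control mean plus 3 SD; inconclusive = no clear call, values can overlap the other calls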;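 also: cells exposed to compound for four days before flow analysis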
# WT yeast gro inh mutant strain = recorded beside WT yeast gro inh, whose call it bears; inhibition, %; mitochondrial fusion phenotypic screen, mutant strain inhibition
# Lipid droplet cells 6.5 µM = second read-out of Lipid droplet, no call of its own (marks repeat the call); cell count; measured here: cell count, cytotoxicity flag;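 cells counted across two imaged fields per well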
# Myeloid diff 2 GFP+ MAC1+ % = also measured in Myeloid diff 2; calls as there; GFP+ MAC1+ double positive, %; measured here: differentiation confirmed by MAC1 staining
# Starred values were filed as active, the others as inactive; i = inactive; u = inconclusive; x = no result given; + = active, no number; [ ] = remark or other dose. Rule as the data show it, unless noted: active = inhibition above about 50%; inactive = the rest.
SMILES,Lipid droplet,Lipid droplet cells 6.5 µM,K1F lysis inhibition,human PMI inhibition,ER stress rescue,WT yeast gro inh,WT yeast gro inh mutant strain,human PMI inhibitors,TNAP activation fold,M1AAP inhibition,Myeloid diff 2,Myeloid diff 2 GFP+ MAC1+ %
Cc1ccc(OCCn2c(C3CC(=O)N(Cc4ccccc4)C3)nc3ccccc32)cc1 (stereo unspecified),-53,387,1.2%,14%,x,9,4,13%,1.3,7%,i,5.6
CCOC(=O)N1CCN(C(=O)CN(C2CCCCC2)S(=O)(=O)c2ccc(Cl)cc2)CC1,3,776,3.3%,-5%,-0.4%,2,10,-5%,1.2,6%,+,4.0*
O=C(c1ccc2c(c1)OCO2)N(CC1CCCO1)C1(C(=O)NC2CCCCC2)CCCCC1 (stereo unspecified),-12,844,1.1%,0%,0.1%,16,-5,-2%,1.1,10%,i,0.8
COC(=O)C1=C(C)NC(C)=C(C(=O)OC)C1c1cc2ccc(C)cc2[nH]c1=O,x,x,-1.4%,4%,-2.0%,-1,0,26%,1.1,5%,i,1.0
CCc1nn(C)c(N)c1C,16,734,0.1%,12%,-0.7%,-11,-3,14%,1,0%,i,0.7
Nc1nnn(CC(=O)N/N=C/c2ccco2)n1,-2,729,0.1%,x,x,x,x,x,x,2%,i,0.9
CCOC(=O)c1ccc(NC(=O)CSc2nnc(C)n2-c2ccccc2)cc1,x,x,3.1%,1%,-0.9%,11,3,6%,1.2,4%,i,1.0
NC(=O)CC(NC(=O)c1ccc(Br)cc1)c1ccc(N2CCN(c3ccccn3)CC2)c([N+](=O)[O-])c1 (stereo unspecified),29,687,1.2%,x,x,x,x,x,x,12%,i,1.4
S=c1[nH]nc(-c2ccccc2Cl)n1CC1CCCO1 (stereo unspecified),1,747,0.2%,5%,-2.5%,-5,-41,3%,1,-3%,i,0.7
CCOc1ccc(NC(=O)CCN2CCN(c3ccccc3)CC2)cc1,-8,549,0.2%,16%,-0.7%,-2,2,15%,1.1,3%,i,0.5
CN(C)/C=C(\C#N)S(=O)(=O)c1ccccc1,0,664,0.3%,-6%,1.2%,-7,10,-4%,1.1,-5%,i,0.3
COc1ccc(-c2[nH]ncc2-c2csc(C)n2)c(O)c1,-3,709,0.2%,14%,-1.8%,9,-8,11%,1.5,5%,i,0.0
c1ccc(CC2CCN(c3nc4ccccc4n4cnnc34)CC2)cc1,0,808,0.2%,9%,-0.7%,56,25,7%,1,14%,i,0.9
CC1CCCCN1S(=O)(=O)c1coc(C(N)=O)c1 (stereo unspecified),x,x,-0.6%,7%,0.5%,-5,-7,3%,1.1,4%,i,1.9
CC(=O)Nc1ccc2nc(NS(=O)(=O)c3ccc(C)cc3)sc2c1,-46,688,0.1%,3%,-1.5%,6,-3,15%,1.1,12%,i,0.3
CCOc1ccc2nc(NCCNC(=S)NCCCN(C)C)c(C#N)cc2c1,-12,620,0.4%,0%,-1.0%,2,10,18%,1.2,-6%,i,0.7
COC(=O)Cc1ccc2c3ccccc3n(C)c2c1,x,x,1.1%,12%,-0.9%,7,-2,11%,1.1,-6%,i,1.3
COc1cc(NC(=O)Cc2nn(C)c(=O)c3ccccc23)cc(OC)c1OC,-3,728,1.4%,6%,0.1%,-15,3,17%,1.1,11%,i,1.4
COc1ccc(S(=O)(=O)Nc2c(C(=O)O)[nH]c3ccccc23)cc1OC,-4,747,2.8%[50 µM],-24%,-1.8%,-5,-11,-33%,1,11%,i,0.3
O=C(c1ccccc1)c1ccccc1C(=O)N1CCN(C(=O)c2ccccc2)CC1,-4,710,2.5%,-4%,1.5%,-3,7,-2%,1.2,4%,i,0.0
CCOC(=O)c1ccc(N2Cc3ccccc3C2=N)cc1,14,695,-0.2%,-11%,-1.0%,-8,-14,-14%,0.9,-2%,i,0.4
O=C(NNC(=S)NC(=O)c1cccs1)c1ccc(NC(=O)c2ccccc2)cc1,27,622,0.7%[50 µM],-8%,-3.0%,-15,-10,-9%,2,-10%,i,0.3
O=C(NCCc1ccccc1)c1c(O)c2cccc3c2n(c1=O)CC3,3,789,-0.1%,-2%,-2.4%,3,15,-10%,1.1,-5%,i,0.7
Cc1ccc(-c2nnc(SCC(=O)Nc3ccc(N4CCOCC4)cc3)o2)cc1,x,x,1.5%,-18%,-1.2%,9,0,-13%,1,-1%,i,0.4
CCn1cc(C(=O)N2CCN(c3ccccn3)CC2)c(=O)c2cc(S(=O)(=O)N(C)C3CCCCC3)ccc21,17,709,-0.6%,4%,1.1%,-12,-6,-1%,1,3%,i,0.3

# Additional structures:
SMILES,Lipid droplet,Lipid droplet cells 6.5 µM,K1F lysis inhibition,human PMI inhibition,ER stress rescue,WT yeast gro inh,WT yeast gro inh mutant strain,human PMI inhibitors,TNAP activation fold,M1AAP inhibition,Myeloid diff 2,Myeloid diff 2 GFP+ MAC1+ %
CCCCN1CCCCC1C(=O)Nc1c(C)cc(C)cc1C (stereo unspecified),6,786,0.1%,8%,0.1%,-13,-45,-2%,1.1,7%,i,2.3
COc1ccccc1NS(=O)(=O)c1ccc(NN=C2CCCC2)c([N+](=O)[O-])c1,-47,561,4.1%,22%,0.8%,21,-14,23%,0.9,15%,i,1.3
Fc1ccc(N2N=C(c3cccs3)CC2c2ccco2)c(F)c1 (stereo unspecified),x,x,6.2%,1%,3.1%,71*,10*,-2%,1.2,107µM*,i,0.4
CCOc1ccc(NC(=O)CCN2CCN(S(=O)(=O)c3ccc(OC)cc3)CC2)cc1,x,x,2.7%,14%,-0.6%,2,-5,6%,1,1%,i,1.1
O=C1CN=C(Nc2ccccc2Cl)N1c1ccccc1,x,x,1.2%,4%,-0.3%,2,-6,-3%,1,6%,i,0.9
CCC(=O)N(Cc1ccc(C)cc1)Cc1cc2cc3c(cc2[nH]c1=O)OCO3,18,799,2.2%,-6%,-3.0%,8,26,-17%,1,6%,i,2.8
CC(C)(C)CC(C)(C)NCC(O)COCCOc1ccc(Br)cc1 (stereo unspecified),-49,688,2.5%,9%,-1.7%,31,21,16%,1,-3%,i,2.1
O=C(NCCc1ccccc1)C1CCN(S(=O)(=O)c2cccs2)CC1,x,x,2.8%,1%,2.0%,4,3,-3%,1.1,19%,i,0.8
O=C(Nc1nc(-c2cccc3ccccc23)cs1)c1ccc2c(c1)S(=O)(=O)c1ccccc1C2=O,18,622,1.1%[50 µM],13%,2.1%,-44,22,9%,0.9,2%,i,0.5
COc1ccc(NC(=O)N(CCCN(C)C)Cc2cc3cc(OC)ccc3[nH]c2=O)cc1,8,722,1.7%[50 µM],1%,-2.9%,-4,-16,4%,1.1,8%,i,0.1
O=S(=O)(NC1CCCCCC1)c1ccc(Br)s1,-5,732,0.7%,1%,0.8%,28,28,1%,1.1,-3%,i,0.9
COc1ccc(CNC(=O)C(c2ccco2)N(C(=O)c2ccccn2)c2ccccc2)cc1 (stereo unspecified),-14,585,0.1%,x,0.1%,-4,-16,x,1,7%,i,0.1
COc1cccc(NC(=O)Cn2c(=O)n(CCC(=O)NCc3ccco3)c(=O)c3ccccc32)c1,-9,698,0.3%,-7%,-0.5%,-5,-3,-5%,1,3%,i,0.8
COC(=O)c1ccc2c(c1)NC(=O)C(N1CCOCC1)S2 (stereo unspecified),x,x,0.1%,-4%,0.7%,-21,-7,-2%,1.1,3%,i,7.8
O=C(CSc1nnc(-c2ccco2)o1)N1c2ccccc2CCc2ccccc21,-4,708,6.0%,12%,-2.7%,17,-27,9%,1.1,10%,i,2.2
O=C(COC(=O)/C=C/c1ccccc1)NCCC1=CCCCC1,-14,670,0.2%,11%,-2.5%,21,5,0%,1,-2%,i,0.1
O=C1c2cccc3cccc(c23)C(=O)N1CCc1ccccc1,-10,735,0.1%,13%,-1.3%,7,2,12%,1,4%,i,0.1
CCCC(C)C(=O)Nc1nc(C)c(-c2csc(Nc3cc(OC)ccc3OC)n2)s1 (stereo unspecified),x,x,1.9%,6%,-0.1%,25,31,14%,1,5%,x,x
CC1=C(C(=O)Nc2ccc(F)cc2)C(c2ccncc2)C2=C(CCCC2=O)N1 (stereo unspecified),-30,779,-0.2%,-14%,-0.2%,-10,3,4%,1.1,13%,i,1.9
COc1ccc(/C=N/NC(=O)CCn2cnc(-c3ccccc3)c2-c2ccccc2)cc1,u,x,-0.1%,9%,4.3%,38,14,38%,1,3%,x,x
Cc1ccc(OCC(=O)N/N=C\c2ccncc2)c(C)c1,-7,571,1.3%,2%,-0.9%,-11,-1,-5%,1,1%,i,0.2
Cc1nnc(NC(=O)c2cc3n(n2)C(C(F)(F)F)CC(C2CC2)N3)s1 (stereo unspecified),1,742,0.2%,6%,-3.3%,-59,6,0%,1.1,-1%,i,1.1
O=C(Nc1ccncc1)Nc1ccccn1,11,808,0.0%,7%,1.7%,2,7,-1%,1.1,3%,i,0.8
COc1cccc(N/C(SCc2ccccc2F)=C(/C#N)C(=O)NCc2cccs2)c1,-14,665,0.0%,14%,-4.7%,16,28,19%,1,6%,i,0.1
CC1CCCN(C(=O)c2ccc3c(c2)C(=O)N(CCC2=CCCCC2)C3=O)C1 (stereo unspecified),13,736,-0.7%,6%,-1.7%,29,4,10%,1.1,-1%,i,2.1
Nn1c(Cc2ccccc2F)nnc1SCn1nnc2ccccc2c1=O,x,x,2.1%,8%,0.1%,18,15,9%,1.1,2%,i,0.7
O=C(CCN1C(=O)c2cccc3cccc(c23)C1=O)Nc1ccon1,-4,720,-0.2%,10%,1.5%,-11,13,24%,1.1,1%,i,0.1
O=[N+]([O-])c1cccnc1N1CCC(c2cc(-c3ccc(Cl)cc3)n[nH]2)CC1,12,811,3.4%,15%,-1.3%,72*,44*,11%,0.5,5%,i,0.9
COc1ccc(CNC(=O)C(=O)NCCCn2ccnc2)cc1,-8,682,0.1%,x,0.8%,-1,6,x,1.1,3%,i,0.3

# Record cards, as listed above. Values in the order: Lipid droplet, Lipid droplet cells 6.5 µM, K1F lysis inhibition, human PMI inhibition, ER stress rescue, WT yeast gro inh, WT yeast gro inh mutant strain, human PMI inhibitors, TNAP activation fold, M1AAP inhibition, Myeloid diff 2, Myeloid diff 2 GFP+ MAC1+ %
# Record of CCCCN1CCCCC1C(=O)Nc1c(C)cc(C)cc1C (stereo unspecified) = 6, 786, 0.1%, 8%, 0.1%, -13, -45, -2%, 1.1, 7%, i, 2.3
# Record of CCOc1ccc(NC(=O)CCN2CCN(S(=O)(=O)c3ccc(OC)cc3)CC2)cc1 = x, x, 2.7%, 14%, -0.6%, 2, -5, 6%, 1, 1%, i, 1.1
# Record of Nn1c(Cc2ccccc2F)nnc1SCn1nnc2ccccc2c1=O = x, x, 2.1%, 8%, 0.1%, 18, 15, 9%, 1.1, 2%, i, 0.7
